RAM inhibit: yeast RAM network inhibition. S. cerevisiae dse1pr::URA3 reporter, 5-FOA growth OD615, 2 d; analog-sensitive cbk1-as2 kinase mutant strain. inhibition, % at 50 µM. 190,000 compounds, 1.8% hits;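 active = inhibition above a set limit, 3 SD over mean compound inhibition, cut at about 8.4% in these data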;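 note: 0% = DMSO-only wells with no growth and 100% = 10 µM 1-NA-PP1 full growth; inhibition rescues growth on 5-FOA so higher OD means more RAM inhibition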
Lmaj promast: inhibitors of Leishmania major promastigote growth. Leishmania major promastigotes, resazurin fluorescence viability. inhibition, % at 10 µM. 200,000 compounds, 9% hits. AID 1063; in the data active = inhibition above about 50%;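 note: promastigotes grown with compound for 44 hours at 28 °C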
APP transl inh: APP translation inhibition. SH-SY5Y APP 5'UTR-luciferase reporter, luminescence. inhibition, % at 2 µM. 190,000 compounds, 0.82% hits;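 active = inhibition above a set limit, derived from the sample mean plus 3 SD, cut at about 45% in these data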; note: values of inactives mirror those of a sister screen read the other way
An asterisk follows results filed as active. Only part of the results is shown; rates above refer to the full screens.

How did CC(=O)N1c2ccccc2C(C)=CC1(C)C do in these assays?
APP transl inh: -4

How did NC(=O)[C@@H]1[C@@H]2C(=O)N(c3ccc(F)cc3)C(=O)[C@@H]2[C@H]2C=Cc3ccccc3N21 do in these assays?
APP transl inh: -14

What do the screens show for `CC12CN3CC(C)(CN(C1)C3c1ccc([N+](=O)[O-])o1)C2` (centres undefined)?
APP transl inh: -4

How did COc1ccc(C(=O)COc2ccc(F)cc2)c(O)c1 do in these assays?
APP transl inh: -40

Results for Cc1cc(O)c(C(C)C)cc1C1(c2cc(C(C)C)c(O)cc2C)OC(=O)c2ccccc21 ?
APP transl inh: -21

Results for COc1cc(/C=C(\C#N)C(=O)N2CCc3ccccc32)ccc1O ?
APP transl inh: -8

What do the screens show for `CC1=Nc2ccc(C)c3nc(C)cc(c23)N1c1ccc(C)cc1`?
RAM inhibit: 1.0; Lmaj promast: -1

What do the screens show for `Cc1ccc(C2c3c(oc4ccccc4c3=O)C(=O)N2c2nnc(C)s2)o1` (centres undefined)?
Lmaj promast: -5; APP transl inh: -13

What do the screens show for `CC1CCCCN1Cc1nc2c(c(=O)n(C)c(=O)n2C)n1CCCc1ccccc1` (centres undefined)?
Lmaj promast: 14; APP transl inh: -6

Results for CCC(=O)NC(=S)Nc1ccccc1C(F)(F)F ?
Lmaj promast: 4; APP transl inh: 6

What do the screens show for `Cn1c(=O)oc2cc(S(=O)(=O)NCC3CCCO3)ccc21` (centres undefined)?
Lmaj promast: -8; APP transl inh: 32

Results for Cc1cc(C)c(NC(=O)CSc2nc3ccc(NC(=O)CSc4nnnn4Cc4ccccc4)cc3s2)c(C)c1 ?
Lmaj promast: 21; APP transl inh: -5

What do the screens show for `Clc1ccc(Nc2nc(-c3ccncc3)cs2)cc1`?
Lmaj promast: -1; APP transl inh: -2

How did Cc1ccc(C(C)C)c(OCC(=O)c2c(O)c3ccccc3oc2=O)c1 do in these assays?
Lmaj promast: -7; APP transl inh: 13

What do the screens show for `COc1ccc(-c2nnc(SCC(=O)c3ccc4c(c3)OCCO4)o2)cc1`?
Lmaj promast: -5; APP transl inh: -2

Results for O=S(=O)(NCC1CCCO1)c1ccc(S(=O)(=O)N(Cc2ccc(F)cc2)C2CCCCC2)cc1 (centres undefined) ?
Lmaj promast: -2; APP transl inh: -11

How did CCOC(=O)c1ccc(-n2nc(C(F)(F)F)c3c(C)cc(=O)oc32)cc1 do in these assays?
Lmaj promast: -3; APP transl inh: -8

How did Cc1cccc(C(=O)N(C)c2nnc(-c3ccncc3)s2)c1 do in these assays?
Lmaj promast: 10; APP transl inh: 11

What do the screens show for `O=C(NCCN1CCOCC1)c1cc2cc(Cl)cc(Cl)c2oc1=O`?
Lmaj promast: -8; APP transl inh: 2

How did Cc1cc(C)cc(NC(=O)CSCc2nc3c(nnn3Cc3ccc(F)cc3)c(=O)[nH]2)c1 do in these assays?
Lmaj promast: -4; APP transl inh: -7

How did CCOc1cc(NC(=O)c2ccco2)c(OCC)cc1NC(=O)COc1ccccc1C do in these assays?
Lmaj promast: -5; APP transl inh: -10

Results for CCc1ccc(C(C(=O)NC2CCCCC2)N(C(=O)CNC(=O)c2ccco2)c2cccnc2)cc1 (centres undefined) ?
Lmaj promast: -2; APP transl inh: 5

Results for CCC1Oc2ccc(C)cc2N(CC(=O)NCCc2ccc(OC)c(OC)c2)C1=O (centres undefined) ?
Lmaj promast: -9; APP transl inh: -3

How did O=C(Nc1ccccc1C(=O)O)c1cccc(F)c1 do in these assays?
Lmaj promast: -8; APP transl inh: -12

Results for COc1cc2nc(SCC(=O)NC3CC3)n(CCC3=CCCCC3)c(=O)c2cc1OC ?
Lmaj promast: -4; APP transl inh: -5

What do the screens show for `O=C(Nc1ccccc1Cl)c1c(F)c(F)c(F)c(F)c1F`?
Lmaj promast: 28; APP transl inh: -3

How did COc1ccc(-c2c(C#N)c(SCC(=O)Nc3ccccc3)nc3c2CCCC3)cc1 do in these assays?
Lmaj promast: 92*; APP transl inh: 0

What do the screens show for `CCCNC(=O)N1CCN(S(=O)(=O)c2ccc(C)c(C)c2)CC1`?
Lmaj promast: -8; APP transl inh: -22

What do the screens show for `COc1ccc(C(=O)Nc2ccccc2N2CCOCC2)cc1Br`?
Lmaj promast: 2; APP transl inh: -1

Results for CN(C=O)CP(=O)(O)CCN1CCCC1=O ?
Lmaj promast: -7; APP transl inh: -18

Results for O=C(NCCCN1CCOCC1)c1cc2cc(Cl)cc(Cl)c2oc1=O ?
Lmaj promast: -7; APP transl inh: 2

Results for Cc1cccc(N2CCN(C(=O)Cn3nc(Cc4ccncc4)c4ccccc4c3=O)CC2)c1C ?
Lmaj promast: 15; APP transl inh: -3

How did CC(=O)c1sc(NC(=O)CN2C(=O)CCC2=O)nc1C do in these assays?
Lmaj promast: -4; APP transl inh: -53

What do the screens show for `Cc1nnc(SCC(=O)NCCc2ccccc2)[nH]c1=O`?
Lmaj promast: -5; APP transl inh: -2

What do the screens show for `COc1ccc(/C(O)=C2/C(=O)C(=O)N(CCCN(C)C)C2c2ccc(Cl)cc2)cc1OC` (centres undefined)?
Lmaj promast: -5; APP transl inh: 0

Results for Cc1ccc(-c2cc(C(F)(F)F)n3nc(C(=O)N4CCCC4)cc3n2)cc1 ?
Lmaj promast: 3; APP transl inh: -16

How did O=C(c1ccco1)N1CCN(C(=O)C2CCN(S(=O)(=O)c3cccc4nsnc34)CC2)CC1 do in these assays?
Lmaj promast: -6; APP transl inh: 2

How did O=C(O)C(CC(=O)N1CCOCC1)NCc1ccccc1 (centres undefined) do in these assays?
Lmaj promast: -12; APP transl inh: -22

What do the screens show for `CC(C)CNC(=O)C(=O)NC1CCCC1`?
Lmaj promast: -7; APP transl inh: -1

What do the screens show for `O=C(CCn1c(=O)sc2ccccc21)NCCN1CCOCC1`?
Lmaj promast: -1; APP transl inh: 0

In the list so far, 5 have a furan ring, fused or not.
What do the screens show for `CC12CN3CC(C)(CN(C1)C3c1ccc([N+](=O)[O-])o1)C2` (centres undefined)?
APP transl inh: -4

What do the screens show for `Cc1ccc(C2c3c(oc4ccccc4c3=O)C(=O)N2c2nnc(C)s2)o1` (centres undefined)?
Lmaj promast: -5; APP transl inh: -13

How did CCOc1cc(NC(=O)c2ccco2)c(OCC)cc1NC(=O)COc1ccccc1C do in these assays?
Lmaj promast: -5; APP transl inh: -10

Results for CCc1ccc(C(C(=O)NC2CCCCC2)N(C(=O)CNC(=O)c2ccco2)c2cccnc2)cc1 (centres undefined) ?
Lmaj promast: -2; APP transl inh: 5

How did O=C(c1ccco1)N1CCN(C(=O)C2CCN(S(=O)(=O)c3cccc4nsnc34)CC2)CC1 do in these assays?
Lmaj promast: -6; APP transl inh: 2

More results.
How did CN1CCc2c(C#N)c(N3CCCCC3)nc(N3CCOCC3)c2C1 do in these assays?
Lmaj promast: -2; APP transl inh: 4

How did Cc1ccc(C)c(N/C=C(\C#N)c2nc3ccccc3o2)c1 do in these assays?
Lmaj promast: -2; APP transl inh: -3

What do the screens show for `Cc1cc(C(=O)CSCc2nnc3n(CCC(C)C)c(=O)c4ccccc4n23)c(C)n1C`?
Lmaj promast: -5; APP transl inh: -18

What do the screens show for `CCCCCc1c(O)nc(SCC(=O)O)[nH]c1=O`?
Lmaj promast: -5; APP transl inh: 4

Results for CCC(=O)Nc1ccc(-c2nn3c(C)nnc3s2)cc1 ?
Lmaj promast: 2; APP transl inh: 10

What do the screens show for `Cc1cc2ncn(S(=O)(=O)c3ccc(S(=O)(=O)N4CCCCCC4)cc3)c2cc1C`?
Lmaj promast: -5; APP transl inh: -5

What do the screens show for `Clc1nc(-c2ccccc2)cc(-c2ccc(Br)cc2)n1`?
Lmaj promast: -3; APP transl inh: 6

Results for CCCCCCn1c(CN2CCCCC2)nc2c1c(=O)n(C)c(=O)n2C ?
Lmaj promast: 7; APP transl inh: 0

What do the screens show for `CCCC(C)C1C(C#N)=C(N)Oc2cc(C)oc(=O)c21` (centres undefined)?
Lmaj promast: 4; APP transl inh: -7

What do the screens show for `O=C(Nc1ccc(OC(F)(F)C(F)F)c(NC(=O)c2ccc(F)cc2)c1)c1ccc(F)cc1`?
Lmaj promast: -4; APP transl inh: -2

Results for COc1cc(OC)nc(NC(=O)CSc2nnc(-c3ccccc3)n2C2CCCCC2)n1 ?
Lmaj promast: 20; APP transl inh: -3

Results for O=C(CN1C(=O)c2ccccc2S1(=O)=O)N1CCN(c2cccc(Cl)c2)CC1 ?
Lmaj promast: -5; APP transl inh: -9

Results for O=C1CCc2nc3sc4c(c3c(=O)n2N1)CCCC4 ?
Lmaj promast: -1; APP transl inh: -2

What do the screens show for `COc1cccc(/C=C/C(=C2\C(=O)N(c3ccccc3)N=C2C)c2ccc(Br)cc2)c1OC`?
Lmaj promast: 99*; APP transl inh: 10

Results for CC1CCN(Cc2nc3c(c(=O)n(C)c(=O)n3C)n2Cc2c(F)cccc2Cl)CC1 ?
Lmaj promast: 7; APP transl inh: 7

What do the screens show for `O=C(c1ccco1)N1CCN(C(=O)c2cc(-c3ccncc3)nc3ccc(Br)cc23)CC1`?
Lmaj promast: 14; APP transl inh: -4

How did Cc1nnc2sc(-c3ccc(NC(=O)c4ccc(-c5ccc(Cl)cc5Cl)o4)cc3)nn12 do in these assays?
Lmaj promast: -1; APP transl inh: 1

Results for CC(C)OC(=O)c1c(N)sc2c1CCCC2 ?
Lmaj promast: -1; APP transl inh: -8

How did COCCn1c(=O)c2c3c(sc2n(CC(N)=O)c1=O)CCCC3 do in these assays?
Lmaj promast: -7; APP transl inh: -16

Results for CN(C(=O)Cn1c(=O)n(CCCCC(=O)NC2CCCC2)c(=O)c2ccccc21)C1CCCCC1 ?
Lmaj promast: -5; APP transl inh: 6

Pulled by compound from the list above:
Results for CN(C(=O)Cn1c(=O)n(CCCCC(=O)NC2CCCC2)c(=O)c2ccccc21)C1CCCCC1 ?
Lmaj promast: -5; APP transl inh: 6

Results for O=C1CCc2nc3sc4c(c3c(=O)n2N1)CCCC4 ?
Lmaj promast: -1; APP transl inh: -2

(listing goes on)
How did CCOC(=O)c1cn(CC)c2cc(N3CCCCC3)c(F)cc2c1=O do in these assays?
Lmaj promast: -2; APP transl inh: 5

What do the screens show for `COC(=O)c1cc2c(=O)n3ccccc3nc2n(C(C)C)c1=N`?
Lmaj promast: 34; APP transl inh: 7

Results for Cn1c(=O)[nH]c(=O)c2c1nc(N1CCOCC1)n2CCSc1ncccn1 ?
Lmaj promast: 1; APP transl inh: -1

Results for O=C(COc1ccc(F)cc1)c1ccc2c(c1)CCCC2 ?
Lmaj promast: -3; APP transl inh: -71

Results for COc1c(C)cccc1C(=O)Nc1cc(-c2nn3c(C)nnc3s2)ccc1C ?
Lmaj promast: -4; APP transl inh: 7

How did Cc1ccc(-n2nc(C(=O)N3CCN(C)CC3)c3c4ccccc4n(C)c3c2=O)cc1 do in these assays?
Lmaj promast: 0; APP transl inh: -2

How did Cc1ccc(C(CC(=O)NCc2ccco2)c2ccc(OC(C)C)cc2)cc1 (centres undefined) do in these assays?
Lmaj promast: 36; APP transl inh: 0

What do the screens show for `Cc1ccc(Nc2nc(-c3ccc(S(=O)(=O)N4CCOCC4)cc3)cs2)cc1`?
Lmaj promast: 24; APP transl inh: 2

Results for Cc1nn(Cc2ccc(C(=O)Nc3ccc(Br)c4cccnc34)o2)c(C)c1Br ?
Lmaj promast: -1; APP transl inh: 8

How did O=c1c2ccc(-c3nnc4n3-c3ccccc3SC4)cc2nc2n1CCCCC2 do in these assays?
Lmaj promast: 1; APP transl inh: -9

Sorted by SMILES length (high to low): some entries from above.
Results for Cc1nn(Cc2ccc(C(=O)Nc3ccc(Br)c4cccnc34)o2)c(C)c1Br ?
Lmaj promast: -1; APP transl inh: 8

How did O=c1c2ccc(-c3nnc4n3-c3ccccc3SC4)cc2nc2n1CCCCC2 do in these assays?
Lmaj promast: 1; APP transl inh: -9

How did CCOC(=O)c1cn(CC)c2cc(N3CCCCC3)c(F)cc2c1=O do in these assays?
Lmaj promast: -2; APP transl inh: 5

Further structures:
How did N#Cc1c(NC(=O)CN2C(=O)c3ccccc3C2=O)oc(-c2ccccc2)c1-c1ccccc1 do in these assays?
Lmaj promast: 2; APP transl inh: 24

What do the screens show for `CCOc1ccc(C2C(C(=O)NC)=C(C)Nc3nc4ccccc4n32)cc1OC` (centres undefined)?
Lmaj promast: -6; APP transl inh: 12

How did CCn1cc(C(=O)Nc2cc3c(cc2NC(C)=O)OCCO3)c(=O)c2ccc(C)nc21 do in these assays?
Lmaj promast: 1; APP transl inh: 13

What do the screens show for `Cc1nnc2sc(-c3ccc(NC(=O)c4cccnc4)cc3)nn12`?
Lmaj promast: 0; APP transl inh: -6

How did O=C(c1ccc(NS(=O)(=O)c2cccc3cccnc23)cc1)N1CCOCC1 do in these assays?
Lmaj promast: -4; APP transl inh: -3

Results for CCN(CC)c1ccc(C2C(C(C)=O)C(=O)CC(C)(O)C2C(C)=O)cc1 (centres undefined) ?
Lmaj promast: 0; APP transl inh: 15

How did CCC1Oc2ccccc2N(CC(=O)NCCCN2CCOCC2)C1=O (centres undefined) do in these assays?
Lmaj promast: 0; APP transl inh: -3

What do the screens show for `CCOc1cc(CO)cc(Br)c1OCC(=O)O`?
Lmaj promast: -8; APP transl inh: 10

How did Nc1nc(-c2cccnc2)nn1C(=O)CCc1ccccc1 do in these assays?
Lmaj promast: -1; APP transl inh: -25

What do the screens show for `Cc1cc(C)c2c(n1)nn1c(N3CCOCC3)cc(C)nc21`?
Lmaj promast: 5; APP transl inh: 8

What do the screens show for `Cc1ccc(-c2nnc(-c3ccccc3)o2)cc1Br`?
Lmaj promast: -3; APP transl inh: -43

Results for COc1ccccc1OCc1nc2c3c(-c4ccccc4)c(-c4ccccc4)oc3ncn2n1 ?
Lmaj promast: -1; APP transl inh: 4

What do the screens show for `O=C(Cn1ccc2ccccc2c1=O)NCCC(=O)N1CCN(C(=O)c2ccco2)CC1`?
Lmaj promast: -4; APP transl inh: -28

What do the screens show for `CC1CCN(c2ccccc2NC(=S)NC(=O)c2ccco2)CC1`?
Lmaj promast: -4; APP transl inh: 5
